# Bioassay records (PubChem)
# AmpC no deterg: inhibitors of E. coli AmpC beta-lactamase without detergent; P00811; AmpC nitrocefin hydrolysis, absorbance 480 nm, 0.0001% Triton; Potency, µM (highest dose often 57.1 µM), for inactives: at the top dose activity change, negative = inhibition, hits mostly inhibitors; 0.52% of 330,000 active;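 also: potency is read from the fitted curve at half-maximal effect; plate controls were no compound for no effect and no enzyme for full effect; nearly all actives have a fitted effect of over 20% in size; some results filed as inactive show a strong effect at the top dose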
# Target sequence (P00811 whole entry, looked up): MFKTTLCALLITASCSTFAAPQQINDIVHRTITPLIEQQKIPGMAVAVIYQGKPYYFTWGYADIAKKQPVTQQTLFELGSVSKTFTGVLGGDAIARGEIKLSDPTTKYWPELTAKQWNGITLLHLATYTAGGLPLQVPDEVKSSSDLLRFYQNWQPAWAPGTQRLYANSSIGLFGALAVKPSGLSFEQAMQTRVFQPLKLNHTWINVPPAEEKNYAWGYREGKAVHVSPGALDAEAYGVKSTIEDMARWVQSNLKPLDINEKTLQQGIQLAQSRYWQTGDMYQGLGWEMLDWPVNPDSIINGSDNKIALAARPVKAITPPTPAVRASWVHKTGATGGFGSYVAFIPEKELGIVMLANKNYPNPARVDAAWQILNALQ
#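 20 mM phosphate pH 7.0 + 0.01% (detergent screen) or 0.0001% Triton X-100; 5.3 nM AmpC reagent; cpd preinc 15 min RT; nitrocefin (800 uM stock) to start; A480 q20 s × 4 min; Activity was normalised to no-enzyme and no-compound control wells.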
# AMA1 RON2 block: inhibitors of Plasmodium falciparum AMA1-RON2 interaction; AlphaScreen AMA1-biotinylated RON2 peptide binding; Potency, µM (series often up to 58.2 µM), for the others: at the top dose activity change, negative = inhibition, hits mostly inhibitors; 0.2% of 360,000 active;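 also: potency is read from the fitted curve at half-maximal effect; 0% = vehicle wells and -100% = peptide control; nearly all actives have a fitted effect of over 45% in size; some results filed as inactive show a strong effect at the top dose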
#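 AMA1 (3D7) with his tag at 25 nM final met compounds first, then biotinylated RON2 peptide at 25 nM; detection used donor plus acceptor beads, 10 µg/mL apiece, read by AlphaScreen after 30 min at room temperature.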
# LmPK inh: inhibitors of Leishmania mexicana pyruvate kinase; AID 1721; purified LmPK, Kinase-Glo ATP luminescence, 1 h; Q27686; 0.37% of 290,000 active; Potency, µM (titrated, usually from 57.5 µM), without a hit: at the highest dose activity change, negative = inhibition, hits mostly inhibitors; also: potency is read from the fitted curve at half-maximal effect
# Target sequence (Q27686 whole entry, looked up): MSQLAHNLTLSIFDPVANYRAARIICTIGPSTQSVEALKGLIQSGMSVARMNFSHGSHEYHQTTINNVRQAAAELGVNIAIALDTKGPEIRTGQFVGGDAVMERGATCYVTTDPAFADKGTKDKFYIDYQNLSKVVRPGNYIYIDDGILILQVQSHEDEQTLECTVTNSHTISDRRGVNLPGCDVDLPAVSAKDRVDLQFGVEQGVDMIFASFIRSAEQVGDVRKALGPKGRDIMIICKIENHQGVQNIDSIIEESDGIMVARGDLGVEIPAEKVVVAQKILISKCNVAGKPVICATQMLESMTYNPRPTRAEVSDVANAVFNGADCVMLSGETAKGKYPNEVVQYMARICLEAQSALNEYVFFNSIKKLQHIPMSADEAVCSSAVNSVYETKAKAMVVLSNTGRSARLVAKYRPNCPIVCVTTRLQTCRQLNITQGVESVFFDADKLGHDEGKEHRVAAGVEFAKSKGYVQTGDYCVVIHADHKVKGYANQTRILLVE
#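 Kinase-Glo luminescence read after 1 h RT reaction of 0.1 nM LmPK with 0.5 mM PEP and 0.1 mM ADP. Activity scaled between uninhibited and enzyme-free controls.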
# Sm TGR inh: S. mansoni TGR enzyme inhibition; Q962Y6; purified TGR, DTNB reduction, TNB absorbance 405 nm; 3% of 360,000 active; Potency, µM (highest dose often 114 µM), inactives show at the highest dose activity change, negative = inhibition, usual class: inhibitors; also: potency is read from the fitted curve at half-maximal effect; nearly all actives have a fitted effect of over 60% in size
#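 Kinetic colorimetric format: TGR-catalysed, NADPH-driven DTNB reduction monitored via TNB absorbance. Enzyme dispensed at 20 nM; compound exposure 15 min at room temperature before reaction start.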
# HCMV inh: blocks human cytomegalovirus replication | HFF cells, HCMV-luciferase reporter, 72 h; active compounds read low | activity change, negative = inhibition, % at 57.5 µM | 4.5% of 410,000 active | AID 1259415; in the data active = activity change below about -60%; inconclusive = no clear call, values can overlap the other calls; inactive = above about -39%
#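 Inhibition of viral replication was scored as loss of reporter luminescence in HFFs infected with HCMV-luciferase (MOI 1 PFU/cell) for 72 h; compounds tested at 2 doses, normalized to buffer and Salinomycin controls.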
# AmpC inh detg: inhibitors of E. coli AmpC beta-lactamase with detergent; AID 485294; 0.041% of 370,000 active; P00811; Potency, µM (doses to about 114 µM), without a hit: at the top dose activity change, negative = inhibition, usual class: inhibitors; AmpC hydrolysis of nitrocefin, absorbance 480 nm, 0.01% Triton;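 also: potency is read from the fitted curve at half-maximal effect; 0% = no-compound wells and -100% = no-enzyme wells; nearly all actives have a fitted effect of over 25% in size; some results filed as inactive show a strong effect at the top dose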
#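 20 mM phosphate pH 7.0 + 0.01% (detergent screen) or 0.0001% Triton X-100; 5.3 nM AmpC reagent; cpd preinc 15 min RT; nitrocefin (800 uM stock) to start; A480 q20 s × 4 min; Activity was normalised to no-enzyme and no-compound control wells.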
# TbPYK inhibitor: inhibitors of Trypanosoma brucei pyruvate kinase | 0.12% of 410,000 active | Q57TT1 | TbPYK enzyme, Kinase-Glo Plus ATP luminescence, 45 min | Potency, µM (doses to about 76.8 µM), for the others: top-dose activity, negative = inhibition, actives largely listed as inhibitors | AID 624173; also: potency is read from the fitted curve at half-maximal effect; nearly all actives have a fitted effect of over 50% in size
#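 Enzyme and substrate buffer are dispensed first and compound is pin-transferred. ADP at 130 uM final then starts the reaction, which runs 45 min at room temperature. Detection reagent is added for 10 min before luminescence is imaged.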
# An asterisk follows results filed as active; ? = inconclusive; · = no result given; [ ] = dose if it differs, or a comment. Unless noted, calls follow the shape of the dose curve; as a rule, active = well fitted curve in the direction sought with a large enough effect; inconclusive = small, poorly fitted or top-dose-only effect, or another doubt; inactive = no such curve, though single readings can be large; an effect the other way counts as inactive or inconclusive. Unless noted, % is scaled to controls: 0 for no effect and ±100 for the full control effect.
entry	SMILES	AmpC no deterg	AMA1 RON2 block	LmPK inh	Sm TGR inh
1	C=CCc1cccc2cc(C(=O)NC3=C(C#N)CCC3)c(=O)oc12	?	0%	6%	-11%
2	CCOc1ccc(CCNC(=O)c2[nH]c3cc(OC)ccc3c2Sc2ccccc2)cc1OCC	·	·	·	4%
3	[N-]=[N+]=NC[C@H](c1ccccc1)N1CCN(Cc2ccccc2)CCC1=O	72%[activator]	-13%	-1%	-20%
4	CCC(C)(NC=O)C(=O)Nc1c(C)cccc1C (stereo unspecified)	-10%	-1%	2%	22%
5	Cc1ccc(C)c(CN2CCC(CNC(=O)Nc3ccc(C)c(C)c3)CC2)c1	-14%	-7%	1%	3%
6	O=C1N/C(=N\N=C\c2ccco2)SC1Cc1ccccc1[N+](=O)[O-] (stereo unspecified)	-39%	90%[activator]	0%	-13%
7	CC[N+](CC)(CC)CCCCCCCCCC[N+](CC)(CC)CC	0%	8%	0%	4%
8	CCN(CC)CCNC(=O)c1cn(C)c2ccc(S(=O)(=O)N(C)C3CCCCC3)cc2c1=O	6%	9%	-1%	1%
9	O=S(=O)(c1cccs1)N1CN(C2CCCCC2)c2nc3ccccc3nc21	-33%	-3%	5%	-23%
10	CCn1c(CNC(=O)c2ccco2)nnc1SCC(=O)c1ccc(OC)cc1	-3%	10%	-1%	11%
11	O=C(c1cc(-c2ccccc2)on1)N(Cc1cccnc1)C(c1ccccn1)c1nc2ccccc2[nH]1 (stereo unspecified)	·	124%[activator]	·	·
12	COc1ccc(CN(C(=O)Cn2nnc3ccccc32)C(C(=O)NC(C)(C)C)c2ccco2)cc1 (stereo unspecified)	-17%	-5%	6%	-3%
13	O=C(CCN=C1NS(=O)(=O)c2ccccc21)Nc1ccc(F)cc1Cl	-13%	-5%	·	·
14	CCCCn1c(N)c(N(CCC(C)C)C(=O)c2ccc(C)o2)c(=O)[nH]c1=O	-6%	-10%	·	7%
15	CC(C)c1csc(CN2CCC(N3CCC(C(=O)N4CCOCC4)CC3)CC2)n1	-1%	-2%	1%	-6%

entry	HCMV inh	AmpC inh detg	TbPYK inhibitor
1	-9	6%	6%
2	-8	-1%	3%
3	-34	-4%	0%
4	-1	3%	-3%
5	-8	-4%	-8%
6	?	4%	-3%
7	-26	0%	-12%
8	-29	-8%	-2%
9	0	1%	-5%
10	52	3%	-10%
11	-16	·	4%
12	22	-11%	-2%
13	-21	·	-3%
14	48	-3%	6%
15	-21	6%	-3%

# Reprinted from the part before: 7 compounds, followed by the next part.
entry	SMILES	AmpC no deterg	AMA1 RON2 block	LmPK inh	Sm TGR inh
9	O=S(=O)(c1cccs1)N1CN(C2CCCCC2)c2nc3ccccc3nc21	-33%	-3%	5%	-23%
10	CCn1c(CNC(=O)c2ccco2)nnc1SCC(=O)c1ccc(OC)cc1	-3%	10%	-1%	11%
11	O=C(c1cc(-c2ccccc2)on1)N(Cc1cccnc1)C(c1ccccn1)c1nc2ccccc2[nH]1 (stereo unspecified)	·	124%[activator]	·	·
12	COc1ccc(CN(C(=O)Cn2nnc3ccccc32)C(C(=O)NC(C)(C)C)c2ccco2)cc1 (stereo unspecified)	-17%	-5%	6%	-3%
13	O=C(CCN=C1NS(=O)(=O)c2ccccc21)Nc1ccc(F)cc1Cl	-13%	-5%	·	·
14	CCCCn1c(N)c(N(CCC(C)C)C(=O)c2ccc(C)o2)c(=O)[nH]c1=O	-6%	-10%	·	7%
15	CC(C)c1csc(CN2CCC(N3CCC(C(=O)N4CCOCC4)CC3)CC2)n1	-1%	-2%	1%	-6%
16	O=C(CC(=O)Nc1cccc(Cl)c1Cl)Nc1cccc(Cl)c1Cl	-35%	2%	-7%	-34%
17	O=C(N=Nc1c(O)[nH]c2ccccc12)c1cc(-c2ccc(F)cc2)n[nH]1	-19%	18%	0%	2%
18	CCC(C)(C)C1CCC2(CC1)NC(=O)N(CC(=O)NCCCc1ccccc1)C2=O (stereo unspecified)	44%	-11%	·	-9%
19	O=C(CN1CC[n+]2c(-c3cccs3)csc21)c1ccc(-c2ccccc2)cc1	-47%	38%[activator]	0%	·
20	CCC(=O)N1CCCC(C)(C(=O)NS(=O)(=O)c2cccs2)C1 (stereo unspecified)	·	2%	·	·
21	Cc1ccc(S(=O)(=O)c2ccc(Oc3ccccc3)cc2)cc1	-20%	26%	3%	12%
22	N#Cc1nc(COc2ccccc2)oc1N1CCCCC1	-6%	-29%	8%	4%
23	Fc1ccccc1-c1csc(-c2cccnc2)n1	-7%	6%	-2%	?
24	CC(C)C(=O)OCc1cc(=O)n2nc(C3CCCCC3)sc2n1	·	·	·	2%
25	COc1ccc(C)cc1NC(=O)Nc1ccc(Br)cn1	-22%	-3%	3%	-15%
26	O=C(c1cccs1)c1sccc1Cc1ccccc1	·	75%[activator]	·	·
27	Cc1cc(C)cc(N(C)S(=O)(=O)c2nnc(NC(=O)COc3ccc(C)c(C)c3)s2)c1	·	·	·	1%
28	Cc1sc(NC(=O)CSc2nc(N)cc(N)n2)c(C#N)c1C	-20%	-10%	3%	-11%
29	CCOCCCNC(=O)c1cn(CC)c2ccc(S(=O)(=O)N3CCC(C)CC3)cc2c1=O	96%[activator]	2%	11%	-1%
30	CN1CCc2c(sc(/N=C/c3ccco3)c2C(N)=O)C1	-2%	25%	2%	-35%

entry	HCMV inh	AmpC inh detg	TbPYK inhibitor
9	0	1%	-5%
10	52	3%	-10%
11	-16	·	4%
12	22	-11%	-2%
13	-21	·	-3%
14	48	-3%	6%
15	-21	6%	-3%
16	-12	-9%	0%
17	40	-13%	-11%
18	-13	0%	6%
19	-34	1%	-6%
20	-15	·	0%
21	-22	-3%	-9%
22	0	5%	-1%
23	11	-12%	2%
24	23	12%	0%
25	48	-8%	·
26	-2	·	5%
27	25	4%	0%
28	-15	-5%	-2%
29	-36	2%	-2%
30	58	-18%	0%

# Retrieved by compound from the entries so far:
entry	SMILES	AmpC no deterg	AMA1 RON2 block	LmPK inh	Sm TGR inh
24	CC(C)C(=O)OCc1cc(=O)n2nc(C3CCCCC3)sc2n1	·	·	·	2%
17	O=C(N=Nc1c(O)[nH]c2ccccc12)c1cc(-c2ccc(F)cc2)n[nH]1	-19%	18%	0%	2%
16	O=C(CC(=O)Nc1cccc(Cl)c1Cl)Nc1cccc(Cl)c1Cl	-35%	2%	-7%	-34%

entry	HCMV inh	AmpC inh detg	TbPYK inhibitor
24	23	12%	0%
17	40	-13%	-11%
16	-12	-9%	0%

# Just Sm TGR inh (2 entries from above):
nr | Structure | Sm TGR inh
21 | Cc1ccc(S(=O)(=O)c2ccc(Oc3ccccc3)cc2)cc1 | 12%
22 | N#Cc1nc(COc2ccccc2)oc1N1CCCCC1 | 4%

# The list continues.
entry	SMILES	AmpC no deterg	AMA1 RON2 block	LmPK inh	Sm TGR inh
31	O=C1NC(c2cccc(Cl)c2)Nc2ccccc21 (stereo unspecified)	-19%	-9%	0%	11%
32	CC(=O)Nc1ccc(NC(=O)C(C)OC(=O)c2cccc(S(=O)(=O)N3CCCCC3)c2)cc1 (stereo unspecified)	29%	12%	0%	7%
33	O=C(O)c1ccccc1C(=O)Nc1ccc(Nc2ccc([N+](=O)[O-])cc2[N+](=O)[O-])cc1	-25%	-26%	0%	3%
34	COC(=O)c1ccccc1-c1ccc(/C=N/Nc2nc(N3CCCC3)nc(N3CCCC3)n2)o1	1%	-11%	0%	-14%
35	O=C(Nc1cc2c(cc1Br)OCCO2)c1cccnc1	-10%	-9%	-10%	2%
36	Cc1cccc(OCCn2c(=O)oc3ccc(C)cc32)c1	33%	36%[activator]	10%	11%
37	Cc1ccc(S(=O)(=O)NCc2ccccc2)cc1C(=O)NC1CCCCC1	-14%	-1%	-5%	-2%
38	Cc1c(C(=O)N2CCOCC2)c(S(=O)(=O)Nc2ccccc2F)c(C)n1C	-5%	0%	3%	1%
39	Cc1cc(C)n(CC(=O)N2CCCC(N3CCN(c4ccc(F)cc4)CC3)C2)n1 (stereo unspecified)	40%	-14%	-12%	-8%
40	COc1cccc(C(=O)NCCSc2ccc(C)cc2)c1	-21%	0%	2%	1%
41	CC(C)(C)NCc1ccc(OCc2cccs2)cc1	-12%	4%	-2%	2%
42	Cc1cc(C)n(CCN(C)c2nc3nonc3nc2N2CCCCC2)n1	-8%	-12%	-1%	-29%
43	COc1cccc(/C(O)=C/c2nc3ccc(C(=O)NCCc4cccc(C)c4)cc3[nH]c2=O)c1	11µM*	120%[activator]	1%	-9%
44	CCCN1C(=O)C(NS(=O)(=O)c2ccc(N)cc2)(C(F)(F)F)C(C(=O)OC)=C1C (stereo unspecified)	-8%	-3%	-1%	0%
45	CSC1=C(C#N)C(c2ccc3c(c2)OCO3)C2=C(CCCC2=O)N1 (stereo unspecified)	-15%	-3%	0%	?
46	O=C(CSCc1cc(=O)n2nc(C3CC3)sc2n1)Nc1ccc(F)cc1	-8%	-3%	-2%	10%

entry	HCMV inh	AmpC inh detg	TbPYK inhibitor
31	-2	-10%	-16%
32	-1	5%	-12%
33	-20	2%	-1%
34	-7	-1%	-2%
35	8	17%	-6%
36	9	5%	1%
37	-1	2%	2%
38	-4	0%	4%
39	-8	-5%	-5%
40	?	19%	-10%
41	15	0%	1%
42	-23	1%	0%
43	-18	?	-8%
44	-25	-4%	-4%
45	?	-7%	-2%
46	-8	-1%	3%

# Rows are unselected (roughly 7.4% active in at least one column).
